# TSHR antagonist: antagonists of human thyroid stimulating hormone receptor; TSHR-expressing cells, TSH-stimulated cAMP HTRF, 2 h; active compounds read low; activity change, negative = inhibition, % at 11.5 µM; hit rate 0.2% among 330,000;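 active means activity change below a set negative limit, meaning inhibition stronger than a set level, cut at about -70% in these data; inconclusive means activity change between two set negative limits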; further: on the % scale 0 is the no-effect control and ±100 the full control effect
#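 Freshly harvested TSHR cells receive pin-tooled compound, then EC80 TSH at 4nM final. After 2 hours at 37 deg C, antibody in lysis buffer and cAMP-d2 are added; 30 minutes at ambient temperature precede the HTRF read.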
# MBNL1 CUG block: blocks human MBNL1 binding to CUG repeat RNA | TR-FRET MBNL1-His/biotin-(CUG)12 binding, 665/545 ratio | hit rate 0.036% among 280,000 | Potency, µM (top dose mostly 57.5 µM), for inactives: at the highest dose activity change, negative = inhibition, usual class: inhibitors | Q9NR56; active means well fitted inhibition curve with a large enough effect in the signal ratio, with a control signal flat, not every such curve was filed as active; inconclusive means small, poorly fitted or top-dose-only effect, or effect the other way, or a change in a side signal; inactive means no such curve, though single readings can be large or run the other way; the % refers to the signal ratio; further: potency means the concentration at half of the fitted maximal effect; on the % scale 0 is the no-effect control and ±100 the full control effect
#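 TR-FRET readout: Ex 340 nm, 665/545 nm emission ratio, normalized to buffer-only (basal) and MBNL1-(CUG)12 controls. Complex of MBNL1-His with Biotin-(CUG)12, compounds 92 nM–58 uM, incubated 60 min at room temperature.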
# PKM2 act: PKM2 (human) enzyme activation; P14618; purified PKM2, Kinase-Glo ATP luminescence, activation; response scale: 0% is enzyme alone, no compound; Potency, µM (doses to about 57.5 µM), for the others: at the top dose activation, usual class: activators; hit rate 0.34% among 260,000; AID 1631; further: potency means the concentration at half of the fitted maximal effect; on the % scale 0 is the no-effect control and ±100 the full control effect; nearly all actives have a fitted effect of over 55% in size
#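 Kinase-Glo luminescence reports ATP generated from ADP (0.1 mM) and PEP (0.5 mM) by purified hPK-M2 after 1 h at room temperature, pH 7.2 imidazole buffer; intermediate enzyme activity allows detecting inhibitors and activators.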
# GALK inhibitor: blocks human galactokinase activity. hit rate 0.007% among 270,000. Purified GALK, Kinase-Glo residual ATP luminescence. P51570. AID 1868. Potency, µM (titrated, usually from 57.5 µM), for the others: at the top dose activity change, negative = inhibition, most hits filed as inhibitors; further: potency means the concentration at half of the fitted maximal effect; on the % scale 0 is the no-effect control and ±100 the full control effect
# Target sequence (P51570 whole entry, looked up): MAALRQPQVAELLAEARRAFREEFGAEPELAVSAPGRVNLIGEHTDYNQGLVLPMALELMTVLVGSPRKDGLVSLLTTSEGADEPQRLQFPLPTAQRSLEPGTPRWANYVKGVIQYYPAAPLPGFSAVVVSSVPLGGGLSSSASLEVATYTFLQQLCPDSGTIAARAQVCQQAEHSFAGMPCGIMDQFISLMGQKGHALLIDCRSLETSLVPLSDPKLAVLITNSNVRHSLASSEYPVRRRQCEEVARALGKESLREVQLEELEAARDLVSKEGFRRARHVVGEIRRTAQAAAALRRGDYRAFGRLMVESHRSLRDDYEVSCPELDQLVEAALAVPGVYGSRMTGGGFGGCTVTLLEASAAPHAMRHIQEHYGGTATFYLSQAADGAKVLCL
#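 Luminescence from leftover ATP (Ultra-Glo luciferase/luciferin) served as read-out after a 1 h room-temperature reaction of 5 nM GALK with 35 uM ATP and 100 uM galactose.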
# Mito fusion yeast: inhibitors of mitochondrial division or activators of mitochondrial fusion; S. cerevisiae fusion-defective mutant growth rescue, CellTiterGlo 48 h; Potency, µM (doses to about 46.1 µM), for the others: at the highest dose growth rescue (activation), usual class: activators; hit rate 0.23% among 320,000;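 further: potency means the concentration at half of the fitted maximal effect; % of control where 0% means no effect; nearly all actives have a fitted effect of over 45% in size; temperature-sensitive fusion mutants such as fzo1-1 at 37 °C on non-fermentable ethanol glycerol medium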
#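 Temperature-sensitive fusion-defective S. cerevisiae (e.g. fzo1-1, mgm1-5) were grown with compound in YPEG medium (3% ethanol, 3% glycerol) for 48 hours at 37C. Growth rescue was measured as viability by CellTiterGlo luminescence after 10 minutes at ambient.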
# hERG WT inh: blocks the wildtype human KCNH2 potassium channel; U2OS, BacMam KCNH2, thallium flux FluxOr; active compounds read low; activity change, % at 1.84 µM; hit rate 0.37% among 340,000; AID 720551;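 active means maximum activity change below -70%; inconclusive means maximum activity change between -70% and -50%; inactive means maximum activity change above -50%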; further: on the % scale 0 is the no-effect control and ±100 the full control effect
#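 U2OS cells were transduced with wild-type KCNH2 virus (2.03 x 10^8 / mL) for 4 h at room temperature, then cultured overnight at 37 C. Thallium flux was read with FluxOr dye. Rate constants were normalized to DMSO controls.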
# Chronic BCR inh: chronic active BCR signaling inhibition; ABC-DLBCL IkBa-CBG/CBR reporter, luminescence ratio, 4 h; Potency, µM (doses to about 46.1 µM), inactives show at the highest dose ratio change, negative = lower green/red ratio, usual class: inhibitors; hit rate 0.05% among 340,000; active means well fitted inhibition curve with a large enough effect in the signal ratio, with a control signal flat, not every such curve was filed as active; inconclusive means small, poorly fitted or top-dose-only effect, or effect the other way, or a change in a side signal; the % refers to the signal ratio;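 further: potency means the concentration at half of the fitted maximal effect; plate controls were basal doxycycline-induced cells for no effect and cells given 10 µM MG132 for full effect; MG132 reads +100%, hits lower the ratio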
#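 TMD8 ABC-DLBCL cells carrying doxycycline-inducible green luciferase fused to IkappaBalpha plus unfused red luciferase were exposed to compounds (up to 46 uM) for 4 hrs at 37C. Activity came from the overlap-corrected green/red luminescence ratio.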
# ASM inhibitor: blocks human secretory acid sphingomyelinase; hit rate 0.006% among 340,000; AID 504937; Potency, µM (series often up to 57.5 µM), inactives show at the highest dose activity change, negative = inhibition, hits mostly inhibitors; placental ASM, HMU-PC fluorogenic substrate, 60 min; further: potency means the concentration at half of the fitted maximal effect
# Target sequence (P17405 47-631 limits assumed): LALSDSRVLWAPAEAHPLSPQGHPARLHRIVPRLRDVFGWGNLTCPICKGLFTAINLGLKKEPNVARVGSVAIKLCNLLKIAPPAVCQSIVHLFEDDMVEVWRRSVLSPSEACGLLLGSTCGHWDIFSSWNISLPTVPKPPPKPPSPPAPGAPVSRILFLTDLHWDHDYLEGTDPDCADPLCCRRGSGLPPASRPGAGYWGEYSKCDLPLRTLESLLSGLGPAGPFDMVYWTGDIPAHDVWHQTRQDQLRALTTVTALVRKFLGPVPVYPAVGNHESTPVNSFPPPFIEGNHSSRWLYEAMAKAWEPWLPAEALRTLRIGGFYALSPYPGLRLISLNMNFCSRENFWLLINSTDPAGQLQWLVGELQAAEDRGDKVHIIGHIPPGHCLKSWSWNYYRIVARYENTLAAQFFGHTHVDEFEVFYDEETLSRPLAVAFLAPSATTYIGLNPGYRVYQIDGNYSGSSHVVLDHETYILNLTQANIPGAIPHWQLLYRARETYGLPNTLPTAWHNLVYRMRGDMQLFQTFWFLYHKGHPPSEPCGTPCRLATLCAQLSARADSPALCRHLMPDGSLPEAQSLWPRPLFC
#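 Fluorescence read-out (Ex 386 nm, Em 447 nm) after stopping the reaction at pH 10. Enzyme: ASM from human placenta; substrate HMU-PC0, 9 uM final; 60 min, 37 °C. Compound preincubation 10 min, ambient temperature.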
# USP2a block: inhibitors of human ubiquitin-specific protease USP2a; O75604; AID 463254; hit rate 0.01% among 330,000; Potency, µM (highest dose often 38.3 µM), for inactives: top-dose activity change, negative = inhibition, hits mostly inhibitors; USP2 core, Ub-CHOP2 coupled fluorogenic reporter, 485/531;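 further: potency means the concentration at half of the fitted maximal effect; plate controls were DMSO wells for no effect and full inhibition by NEM control for full effect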
#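 Cell-free coupled assay: 10nM USP2 core preincubated 30min RT with compound in Tris-HCl pH 8.0/CaCl2/CHAPS buffer, then 25nM Ub-CHOP2 and 25nM reporter substrate; fluorescence (Ex 485/Em 531) read after 60min RT, normalized to NEM inhibition, concentration-response curves fitted.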
# Eya2 inh: blocks the phosphatase activity of human Eya2; O00167; recombinant Eya2, OMFP fluorescence dephosphorylation (OMFP is methylfluorescein phosphate); Potency, µM (highest dose often 76.9 µM), without a hit: at the highest dose activity, negative = inhibition, usual class: inhibitors; hit rate 0.006% among 330,000; AID 488837; further: potency means the concentration at half of the fitted maximal effect; on the % scale 0 is the no-effect control and ±100 the full control effect
#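 Eya2 protein (added as 0.2 uM solution) was preincubated with compound for 10 min at ambient temperature in 50 mM HEPES pH 7.5, 50 mM NaCl, 5 uM MgCl2, 0.05% BSA, 1 mM DTT. OMFP (added at 50 uM) then reacted 10 min; fluorescence read at 485/525 nm.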
# Menin-MLL TR inh: inhibitors of human menin-MLL interaction, mutant MLL peptide | O00255 | Menin + Texas Red MLL mutant peptide, fluorescence polarization | Potency, µM (doses to about 61.6 µM), without a hit: top-dose FP activity change, negative = inhibition, most hits filed as inhibitors | hit rate 0.23% among 270,000 | AID 1768; active means well fitted inhibition curve with a large enough effect in the polarisation, with a control signal flat, not every such curve was filed as active; inconclusive means small, poorly fitted or top-dose-only effect, or effect the other way, or a change in a side signal; inactive means no such curve, though single readings can be large or run the other way; the % refers to the polarisation; further: potency means the concentration at half of the fitted maximal effect; % of control where 0% means no effect; many of its hits are not listed in these tables
# Active calls of the source: *; ? = inconclusive; / = not tested or not shown; [ ] = another dose, or the depositor's remark. Unless noted, the call rests on the fitted dose curve; in most records, active means well fitted curve in the direction sought with a large enough effect; inconclusive means small, poorly fitted or top-dose-only effect, or another doubt; inactive means no such curve, though single readings can be large; an effect the other way counts as inactive or inconclusive. This is a subset. The share of hits here may be higher or lower than overall.
SMILES,TSHR antagonist,MBNL1 CUG block,PKM2 act,GALK inhibitor,Mito fusion yeast,hERG WT inh,Chronic BCR inh,ASM inhibitor,USP2a block,Eya2 inh,Menin-MLL TR inh
Cc1ccc(CSc2nnc(-c3ccccc3N)c(=O)[nH]2)cc1,27,5%,-18%,1%,8%,-5,?,-12%,-6%,13%,9%
O=c1[nH]nc(SCc2cc(Cl)ccc2Cl)c(=O)[nH]1,-16,11%,-6%,-1%,5%,5,?,-1%,-2%,-17%,/
CC(C)C1Nc2ccc(C(=O)N3CCN(c4ccccn4)CC3)cc2NC1=O (stereo not drawn),-113*,-2%,/,10%,-2%,5,16%,1%,2%,5%,-5%
CCn1cc(S(=O)(=O)CC(=O)Nc2cc(C)on2)c2ccccc21,-2,-2%,16%,0%,2%,1,?,-1%,0%,14%,-8%
CCCCNC(=O)c1ccccc1SCc1c(C)noc1C,1,3%,0%,0%,3%,-13,0%,-2%,0%,2%,-11%
Cc1ccc(NC(=O)CSC(N)=O)cc1Cl,-6,12%,4%,2%,?,-5,?,-2%,0%,1%,?
c1cc2c(cc1CN1CCOCC1)OCO2,0,4%,0%,2%,0%,-12,12%,0%,-3%,3%,16%
Cn1c(CCNC(=O)c2ccccc2)nc2cc(NC(=O)c3ccco3)ccc21,-9,-6%,2%,0%,-5%,16,0%,6%,5%,-3%,2%
O=C(N/N=C/c1ccc(Br)cc1)c1cc[n+]([O-])cc1,-4,?,1%,17%,-2%,-7,0%,-10%,-1%,10%,-3%
Cc1noc(C)c1CSc1nnc(-c2ccccc2)o1,-8,-4%,7%,-1%,-5%,4,-7%,-3%,2%,-1%,0%
CCCC(=O)Nc1nnc(S(=O)(=O)N2CCCC2)s1,5,0%,10%,/,-2%,-8,1%,3%,1%,-2%,-10%
C=CCNC(=S)N1CCN(CCN=CC2=C(O)CC(c3ccc(Cl)cc3)CC2=O)CC1 (stereo not drawn),-11,-5%,-1%,-2%,2%,5,?,-1%,0%,-1%,2%
CCc1cccc(CC)c1NC(=O)CN1CCN(c2ccccc2)CC1,-4,-1%,-2%,1%,6%,-18,-1%,0%,1%,-1%,-1%
Cc1cc[n+](CCC(=O)O)c2ccccc12,0,?,-5%,-2%,1%,-3,9%,5%,-1%,7%,0%
Cc1nc2c(-c3ccccc3)cnn2c(N2CCOCC2)c1C,-15,3%,/,-3%,-7%,0,?,16%,3%,1%,25%
Cc1cc(N2CCOCC2)nc2ccc(NC(=O)CCC(=O)N3CCCC(C)C3)cc12 (stereo not drawn),20,-5%,-13%,3%,5%,3,6%,/,-1%,4%,3%
COc1ccccc1OCCSc1nc2ccccc2n1CCO,-1,-4%,-4%,4%,2%,0,?,-3%,1%,8%,-1%
CCOC(=O)N1CCN(S(=O)(=O)c2ccc(Cl)cc2)CC1,-3,-4%,12%,2%,-2%,-3,1%,4%,0%,4%,-5%
O=C(/C=C/c1ccc(F)cc1)Nc1cccc(S(=O)(=O)N2CCOCC2)c1,-13,/,/,/,/,-4,-5%,-14%,1%,2%,/
C/C(=N/NC(=O)c1ccn(C)n1)c1ccncc1,-3,-6%,0%,2%,-3%,3,?,1%,3%,7%,/
O=C(CCN1C(=O)c2ccccc2C1=O)Nc1sc2c(c1C(=O)NCC1CCCO1)CCC2 (stereo not drawn),-8,/,7%,0%,11%,1,-8%,2%,0%,-8%,4%
COC(=O)c1ccc(OCC(=O)NC2CCCCCCC2)cc1,1,/,/,/,/,-4,-4%,1%,-1%,-14%,/
CCOC(=O)N1CCN(C(=O)CN(CC)S(=O)(=O)c2cc(C)ccc2OC)CC1,16,1%,0%,2%,4%,0,1%,-1%,2%,0%,-12%
S=c1[nH]nc(-c2ccccc2)n1/N=C/c1c[nH]c2ccccc12,-25,?,-4%,2%,0%,3,-12%,3%,0%,-4%,-4%
COc1ccc(-c2nc(=S)[nH][nH]2)cc1,-10,-4%,-5%,-4%,5%,-1,-1%,7%,2%,1%,7%

# Next part:
SMILES,TSHR antagonist,MBNL1 CUG block,PKM2 act,GALK inhibitor,Mito fusion yeast,hERG WT inh,Chronic BCR inh,ASM inhibitor,USP2a block,Eya2 inh,Menin-MLL TR inh
O=c1cc(CN2CCN(c3ccc(O)cc3)CC2)nc2scc(-c3ccccc3)n12,-13,1%,?,0%,-2%,-2,-7%,1%,4%,1%,?
CNc1n[nH]c(=S)s1,-2,-1%,-8%,-2%,4%,-3,13%,7%,0%,-1%,/
CSc1ccc(Cl)c(C(=O)N2CCN(c3ncccn3)CC2)c1,-3,/,/,/,1%,3,0%,1%,0%,-11%,/
CCC(c1nnc(SCC(=O)N2CC(=O)Nc3ccccc32)n1Cc1ccccc1)N(C)C (stereo not drawn),17,-4%,-6%,3%,2%,-2,8%,-2%,2%,18%,-10%
CC1CCN(C2=NC(=O)/C(=C/c3cn(-c4ccccc4)nc3-c3cccc(S(=O)(=O)N(C)C)c3)S2)CC1,-3,2%,-3%,-3%,-2%,3,-4%,17%,2%,18%,-7%
CN(C)C(CNC(=O)CCc1nc2ccccc2s1)c1ccccc1 (stereo not drawn),-5,-4%,4%,0%,-14%,1,-1%,-3%,1%,8%,-3%
COc1ccc(C(=O)[C@H]2[C@H]3C(=O)N(c4ccccc4)C(=O)[C@H]3C3C=CC=NN32)cc1 (stereo partly drawn),6,?,0%,-1%,5%,17,?,6%,-3%,5%,-15%
O=c1c2ccccc2nc(/C=C/c2cccc([N+](=O)[O-])c2)n1CCO,-4,?,-1%,1%,16%,6,-12%,-4%,0%,-17%,19%
COc1ccc(C2CC(c3ccc(OC)c(OC)c3)=NN2S(C)(=O)=O)cc1 (stereo not drawn),0,-3%,-2%,2%,-1%,-10,-17%,0%,7%,-5%,/
Cc1cccc(-n2c(SCC(=O)Nc3ncc(Cl)cc3Cl)nc3ccccc32)c1,-1,-5%,-1%,1%,22µM*,9,?,-12%,0%,-3%,3%
C[C@@H](C(=O)N1CCNCC1)n1cc(CCC(=O)O)nn1,12,-14%,0%,3%,2%,-3,3%,7%,1%,11%,8%
Oc1ccc(Oc2ccc(Oc3ccc(O)cc3)cc2)cc1,-26,5%,4%,4%,26%,1,?,-1%,2%,4%,53%[activator]
COc1ccc(CCNC(=O)/C=C/C(=O)O)cc1OC,-4,-1%,-2%,9%,3%,-3,2%,-1%,3%,-3%,19%
CCOC(=O)N1CCN(C(=O)C2CCCN(S(=O)(=O)c3ccc(OCC)cc3)C2)CC1 (stereo not drawn),4,6%,-6%,3%,8%,-7,-2%,4%,-1%,8%,-16%
CCc1noc(C)c1C(=O)NCCc1c[nH]c2ccccc12,9,/,/,/,-1%,6,-1%,-2%,-2%,-14%,/
COc1ccc(/C=C(/NC(=O)c2ccccc2)C(=O)N/N=C/c2sccc2C)cc1,5,22%,-2%,0%,-7%,7,?,7%,0%,7%,13%
CCNC(=O)Nn1c(C)nnc1C,10,-12%,-15%,-2%,4%,-8,?,3%,1%,3%,-8%
CCCCNC(=O)COn1nnc2ccc(S(=O)(=O)N3CCOCC3)cc21,1,/,/,/,-5%,6,0%,2%,-4%,3%,/
CCCCNC(=O)Nc1nnc(-c2ccc(Cl)cc2)o1,19,-7%,5%,2%,0%,3,?,2%,-4%,-7%,14%
COC(=O)CC(NS(=O)(=O)c1cccs1)c1ccc2c(c1)OCO2 (stereo not drawn),0,-3%,-1%,5%,0%,18,-4%,0%,-4%,7%,3%
CCOc1ccc(C2C(C#N)=C(N)Oc3cc(C)[nH]c(=O)c32)cc1OC (stereo not drawn),-4,-7%,0%,11%,2%,-5,-20%,3%,0%,3%,/
CCOc1ccc(OCC)c(NC(=O)CCn2c(=O)oc3ccccc32)c1,-1,-7%,-3%,0%,1%,8,-7%,0%,4%,-12%,-16%
CCc1ccc(NC(=O)NCCN2CCCCC2)cc1,24,-1%,4%,3%,0%,42,1%,3%,0%,-1%,5%
COc1ccc(NC(=O)CN(C)C(=O)c2csc3c2CCCC3)cc1,9,/,/,/,5%,-4,13%,1%,0%,-2%,/

# Screening data deposited in PubChem BioAssay by National Center for Advancing Translational Sciences (NCATS).
